Source: PubChem (National Center for Advancing Translational Sciences (NCATS))
POLK inh: inhibitors of human DNA polymerase kappa. actives 0.53% (n = 400,000). purified Pol kappa, fluorescent DNA synthesis assay, 10 min. Potency, µM (series often up to 107 µM), inactives show top-dose activity, negative = inhibition, most hits filed as inhibitors; note: % is set by controls: 0 for no effect and ±100 for the full control effect
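50 nM final substrate added after 15 min RT preincubation of 10 nM Pol kappa with compound; fluorescence read at 0 and 10 min.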
APE1 inh: APE1 (human) endonuclease inhibition; P27695; actives 0.35% (n = 350,000); Potency, µM (titrated, usually from 65.8 µM), inactives show at the highest dose activity change, negative = inhibition, usual class: inhibitors; recombinant APE1, TAMRA/BHQ-2 abasic DNA cleavage fluorescence; AID 2517;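 note: plate controls were vehicle for no effect and reference inhibitor for full effect; nearly all actives have a fitted effect of over 55% in size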
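APE1 at 0.75 nM final was preincubated with compound 15 min at room temperature, then 50 nM double-stranded THF abasic-site substrate (5'-TAMRA/3'-BHQ-2) was added. Fluorescence (ex 525/em 598 nm) was read kinetically; third-minus-first read gave activity.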
POLH inh: blocks human DNA polymerase eta activity | recombinant Pol eta, fluorescent DNA replication assay | AID 588591 | Q9Y253 | actives 1.2% (n = 390,000) | Potency, µM (series often up to 114 µM), inactives show at the highest dose activity change, negative = inhibition, usual class: inhibitors; note: % is set by controls: 0 for no effect and ±100 for the full control effect
Target sequence (Q9Y253 whole entry, looked up): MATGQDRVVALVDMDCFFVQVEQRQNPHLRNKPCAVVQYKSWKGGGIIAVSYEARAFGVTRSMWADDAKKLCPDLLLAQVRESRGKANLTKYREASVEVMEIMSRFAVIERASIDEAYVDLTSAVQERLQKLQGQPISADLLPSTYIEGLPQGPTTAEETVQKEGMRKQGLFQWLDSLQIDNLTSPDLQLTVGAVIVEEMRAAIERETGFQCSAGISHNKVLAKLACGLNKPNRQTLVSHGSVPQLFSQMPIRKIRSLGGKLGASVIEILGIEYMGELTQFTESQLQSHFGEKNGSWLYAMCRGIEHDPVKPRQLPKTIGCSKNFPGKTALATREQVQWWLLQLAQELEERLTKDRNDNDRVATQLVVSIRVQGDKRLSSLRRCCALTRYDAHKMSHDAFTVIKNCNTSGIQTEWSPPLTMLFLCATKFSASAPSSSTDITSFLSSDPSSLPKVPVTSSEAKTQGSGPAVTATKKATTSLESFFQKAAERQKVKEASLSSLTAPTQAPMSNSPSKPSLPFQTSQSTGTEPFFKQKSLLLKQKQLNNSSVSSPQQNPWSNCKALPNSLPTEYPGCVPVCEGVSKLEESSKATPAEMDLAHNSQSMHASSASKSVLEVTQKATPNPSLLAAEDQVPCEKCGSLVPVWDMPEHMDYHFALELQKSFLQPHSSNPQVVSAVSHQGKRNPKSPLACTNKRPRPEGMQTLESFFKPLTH
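Pol eta (10 nM) was preincubated with compounds for 15 min at room temperature, after which fluorescent replication substrate (50 nM final) was added to start the reaction. Fluorescence was read kinetically at 0 and 10 min.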
BAZ2B inh: BAZ2B (human) inhibition; Potency, µM (doses to about 114 µM), for the others: at the top dose activity change, negative = inhibition, usual class: inhibitors; actives 4.4% (n = 360,000); Q9UIF8; AlphaScreen BAZ2B-H3K14Ac peptide displacement; note: % is set by controls: 0 for no effect and ±100 for the full control effect; nearly all actives have a fitted effect of over 60% in size
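Multi-concentration screen (max 110 uM) measuring displacement of acetylated histone H3 peptide from BAZ2B by AlphaScreen, using 50 nM protein, 50 nM peptide and 10 ug/mL streptavidin donor plus Ni-chelate acceptor beads.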
G9a block: blocks human histone lysine methyltransferase G9a | Potency, µM (titrated, usually from 102 µM), for the others: at the highest dose activity, negative = inhibition, actives largely listed as inhibitors | Q96KQ7 | actives 8.8% (n = 350,000) | AID 504332 | G9a H3K9 monomethylation, AlphaScreen, 2 h; note: % is set by controls: 0 for no effect and ±100 for the full control effect; nearly all actives have a fitted effect of over 75% in size
Target sequence (Q96KQ7 913-1193 limits assumed): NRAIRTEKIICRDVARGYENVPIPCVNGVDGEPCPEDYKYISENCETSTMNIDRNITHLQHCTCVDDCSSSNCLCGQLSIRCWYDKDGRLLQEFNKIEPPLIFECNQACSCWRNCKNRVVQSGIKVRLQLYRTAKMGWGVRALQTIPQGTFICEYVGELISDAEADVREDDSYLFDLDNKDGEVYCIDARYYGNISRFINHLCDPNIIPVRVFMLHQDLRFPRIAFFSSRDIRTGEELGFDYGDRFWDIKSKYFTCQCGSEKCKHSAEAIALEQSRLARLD
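Step 1: enzyme (final 20 nM) with compound, 15 min RT. Step 2: substrate peptide 500 nM and SAM 20 uM, 2 h RT. Step 3: anti-H3K9me1 antibody and AlphaScreen beads, 10 min, then plate read.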
POLB inh: blocks human DNA polymerase beta activity. P06746. Pol beta primer extension/strand displacement, fluorescence kinetic. Potency, µM (titrated, usually from 114 µM), for the others: at the highest dose activity change, negative = inhibition, most hits filed as inhibitors. AID 485314. actives 1.3% (n = 340,000); note: % is set by controls: 0 for no effect and ±100 for the full control effect
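10 nM enzyme + cpd, 15 min RT; start with substrate 50 nM final; read 0 min and after 10 min RT. Corrected, normalized data; 4-parameter Hill curve fit.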
JMJD2A Tudor inh: JMJD2A Tudor domain (human) inhibition; O75164; AlphaScreen JMJD2A-Tudor / H3K4me3 peptide binding; Potency, µM (series often up to 114 µM), for inactives: top-dose activity change, negative = inhibition, most hits filed as inhibitors; actives 4.4% (n = 390,000); note: % is set by controls: 0 for no effect and ±100 for the full control effect; nearly all actives have a fitted effect of over 50% in size
BLM inh: inhibitors of human Bloom syndrome helicase BLM; P54132; recombinant BLM DNA unwinding, fluorescence dequenching; Potency, µM (highest dose often 56.1 µM), inactives show at the highest dose activity change, negative = inhibition, hits mostly inhibitors; actives 0.2% (n = 350,000); AID 2528;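 note: plate controls were vehicle for no effect and no enzyme for full effect; nearly all actives have a fitted effect of over 35% in size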
POLI inh: blocks human DNA polymerase iota activity; actives 1% (n = 390,000); Pol iota fluorescent replication assay, 10 min; AID 588590; Q9UNA4; Potency, µM (top dose mostly 115 µM), without a hit: at the highest dose activity, negative = inhibition, actives largely listed as inhibitors
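Pol iota at 10 nM preincubated 15 min with compounds at room temperature; reaction started with fluorescent substrate, 50 nM final. Fluorescence read kinetically at 0 and 10 min; buffer-only wells as negative control.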
Numbers without * were called inactive; ? = inconclusive; . = no result given; & = joins results of further samples; [ ] = dose if it differs, or a comment. Calls come from the whole dose curve; as a rule, active = well fitted curve in the direction sought with a large enough effect; inconclusive = small, poorly fitted or top-dose-only effect, or another doubt; inactive = no such curve, though single readings can be large; an effect the other way counts as inactive or inconclusive. Potency is the fitted concentration of half-maximal effect. The list is partial (hit frequency here may not be typical).

Below each compound: POLK inh | APE1 inh | POLH inh | BAZ2B inh | G9a block | POLB inh | JMJD2A Tudor inh | BLM inh | POLI inh
Cc1cc(C)n(CCCNCC(O)c2ccccc2)n1 (stereo unspecified)
 : 3.0%&-3.8% | -6.1% | -3.6%&6.4% | ? | 22.4µM* | 3.5% | 79.4µM* | -1.3% | 43.8%&11.2%[activator]
O=C(NC(=S)N1CCCCC1)c1cccs1
 : -1.2% | -1.1% | 7.9% | -36.6% | ? | 7.3% | -18.6% | -14.4% | 19.2%
O=C(CN1CCN(c2ccccc2O)CC1)Nc1ccccc1C(=O)NCCc1ccccc1
 : -7.0% | 2.9% | -24.4% | -29.1% | -7.0%[2.33 µM] | . | -35.7% | . | 0.1%
CC(C(=O)NCc1ccc2c(c1)OCO2)N1c2cccc3cccc(c23)S1(=O)=O (stereo unspecified)
 : -3.3% | -7.9% | 3.0% | 1.8% | 12.8% | 41.3% | -5.3% | -5.1% | -4.1%
COc1cccc(-c2nc(CS(=O)(=O)CC(=O)NCCCOC(C)C)c(C)o2)c1
 : -0.9% | 13.4% | -7.8% | -5.6% | 12.4%[0.501 µM] | 44.8% | 7.9% | -3.6% | 76.3%[activator]
COc1nc(C)nc(NC(=O)NS(=O)(=O)c2ccc(C)cc2)n1
 : 3.2% | -3.0% | -14.1% | 6.9% | 13.5%[2.33 µM] | -29.8% | -8.1% | -0.9% | 6.5%
COC(=O)c1ccc(N2CCOCC2)c(NC(=O)Nc2cccc(OC)c2)c1
 : 3.1% | 12.4% | -13.8% | 4.7% | 44.7µM* | 21.4% | -8.3% | -2.6% | -10.4%
CCOC(CNC(=O)c1ccc(CNC(=O)c2ccc(OC)c(OC)c2)cc1)OCC
 : 2.0% | 2.2% | -18.4% | -5.2% | 28.2%[59 µM] | 11.7% | -7.4% | -2.3% | 142.1%[activator]
COC(=O)c1sc(NC(=O)c2oc3ccccc3c2C)nc1C
 : -2.0% | -0.4% | -0.7% | 6.8% | -1.1%[59 µM] | ? | 10.8% | 1.9% | 7.4%
O=C(NCc1ccccc1)C1(C(F)(F)F)C/C(=C/CCO)CCCO1 (stereo unspecified)
 : 3.7%&-11.7% | 2.4% | -25.0% | . | . | . | 4.2%&-14.5% | 4.9% | 45.4%&-9.4%[activator]
O=C1CCCCC1C(=O)c1ccccc1 (stereo unspecified)
 : -7.9% | -1.0% | -3.5% | 1.2% | . | -12.9% | -15.4% | -4.3% | -12.6%
CCCCCn1c(N)c(C#N)c2nc3ccccc3nc21
 : -5.3% | 0.5% | -10.2% | 44.0%[activator] | 95.1%[activator] | ? | 18.4% | -2.1% | ?
Cc1cc2ncn(C3CC(=O)N(Cc4ccc(N5CCCC5=O)cc4)C3=O)c2cc1C (stereo unspecified)
 : 2.0% | -2.6% | -3.8% | 1.2% | ? | -25.7% | -6.4% | 0.2% | -20.1%
O=C(CC(=O)c1ccccc1)Nc1ccccn1
 : -0.5% | 41.4%[activator] | -26.9% | -30.7% | 6.1% | -14.3% | -5.5% | -6.8% | 7.8%
O=C(O)Cn1nc(C(F)(F)F)c2c1CCCCC2
 : -9.7% | -1.0% | -2.7% | 4.0% | -3.9% | 1.7% | -10.7%[57.1 µM] | -1.5% | -8.5%
COc1cccc(N2CC(NC(=O)C(=O)c3c[nH]c4ccccc34)CC2=O)c1 (stereo unspecified)
 : -1.6% | -8.7% | 0.4% | -8.2% | -3.7% | . | -14.5% | . | 20.0%
Cc1ncoc1C(=O)NC1CC(C)(C)Cc2c1cnn2-c1ccc(F)cc1 (stereo unspecified)
 : 7.5% | 57.3%[activator] | -3.9% | 2.4% | 2.5% | 39.6% | -2.8% | 1.2% | 69.3%[activator]
Cc1ccc(-c2nc(N)sc2C)cc1
 : 8.4% | 1.0% | -10.1% | ? | 50.1µM* | 2.4% | -16.0% | -2.0% | 32.9%
O=c1c2ccccc2oc2cc(-c3ccc4cc[nH]c4c3)ccc12
 : -9.4% | -6.7% | -14.1% | . | . | . | -5.0% | . | -12.4%
COc1cccc(C(=O)NC(=S)N2c3ccccc3CC2C)c1OC (stereo unspecified)
 : -27.8% | 13.8% | -4.0% | ? | -11.7% | -24.7% | -33.6% | -4.3% | 102.8%[activator]
O=C(COC(=O)c1cccc(S(=O)(=O)NCc2ccccc2)c1)NCC1CCCO1 (stereo unspecified)
 : -6.9% | -2.0% | -9.6% | . | 7.3% | 2.7% | -12.0% | 0.9% | 30.6%[activator]
O=C(Nc1ccc(C(=O)OCc2cc(=O)n3nc(C4CC4)sc3n2)cc1)c1cccc(F)c1
 : -0.4%[60.1 µM] | . | -22.0% | 1.8% | 36.6%[59 µM] | 2.0% | -4.6% | -7.6% | -3.3%
Cc1cc2cc3c(cc2nc1SCC(=O)N1CCOCC1)OCO3
 : -5.7% | 52.4%[activator] | -18.7% | -2.9% | -2.0% | -11.2% | -11.3% | -0.8% | 124.3%[activator]
O=C(Nc1ccccc1Cl)NN1CCCCCC1
 : -13.8% | . | -5.0% | . | . | . | 1.4% | . | -1.2%
COc1cc(CC(=O)NCCCc2ccccc2)cc(OC)c1OC
 : -31.0% | 18.8% | -10.4% | -3.5% | -5.9% | 12.1% | -5.3% | 1.6% | 36.3%[activator]
COc1cccc(OC)c1C(=O)Nc1ccc(N2CCN(C(=O)c3cccs3)CC2)cc1
 : -13.7% | 13.2% | -10.2% | -28.0% | -5.4% | -12.4% | -10.2% | -1.6% | 24.5%
COc1ccc(N2C(=O)CSC2c2ccc(F)cc2)cc1 (stereo unspecified)
 : 1.6% | -0.3% | -22.1% | 12.3% | 4.9% | 1.3% | -9.2% | -0.3% | 13.0%
COCCNC(=O)COc1ccc(C)cc1C
 : -2.5% | -2.4% | -11.1% | -22.8% | -35.5% | -0.2% | 6.2% | -3.6% | 9.9%
Clc1ccccc1-c1ncc(-c2ccccc2)o1
 : 0.7% | -2.2% | -21.8% | 4.2% | 147.3%[activator] | -12.5% | 81.6%[activator] | -7.2% | 8.8%
Cc1cc(Cl)ccc1OC(C)C(=O)OCC(=O)c1ccc[nH]1 (stereo unspecified)
 : -21.5% | -28.3% | -3.4% | . | . | . | -15.8% | . | -13.8%
Cc1[nH]c2c(C(=O)N3CCCC(CCC(=O)NCc4ccccc4F)C3)cccc2c1C (stereo unspecified)
 : -1.1% | 10.8% | -13.1% | 70.8µM* | -1.9%[12.7 µM] | 8.9% | ? | -5.4% | 13.4%
C/C=C/c1ccc(OCCCCNCc2ccco2)c(OC)c1
 : -6.5% | 14.9% | -20.4% | 39.8µM* | 11.2µM* | 12.8% | 22.4µM* | -10.7% | 17.4%
Nc1nonc1/C(=N/O)N1CCCC1
 : 2.2% | -5.8% | -13.8% | 6.9% | 7.5%[59 µM] | 16.8% | -4.3% | -1.3% | 12.9%
COc1ccc(S(=O)(=O)NCCc2sc(-c3cccc(C)c3)nc2C)cc1
 : -6.1%[60.1 µM] | . | -13.4% | -0.6% | 4.2%[59 µM] | -9.0% | -24.8% | -2.5% | -10.7%
CCOc1ccccc1NC(=O)CSc1nc2c(c(=O)[nH]1)CCC2
 : -13.5% | . | . | -18.7% | -4.0%[59 µM] | 1.1% | -13.9% | -10.0% | -15.1%
COc1ccc(CCNC(=O)/C=C/c2ccc(C)cc2)cc1OC
 : -10.7% | 1.2% | 7.5% | -3.5% | 2.0%[59 µM] | 14.9% | -13.5% | 3.3% | 9.4%
O=C(CCN1C(=O)C2C3C=CC(C3)C2C1=O)NCC1CCCO1 (stereo unspecified)
 : -1.3% | -5.9% | -16.8% | -3.2% | 0.2% | -6.4% | -8.6% | 2.4% | 10.2%
Cc1cnc(CNC(=O)c2ccc3oc(C(C)C)nc3c2)[nH]1
 : -0.9% | 4.7% | 5.7% | -11.2% | 16.3%[0.501 µM] | -19.8% | -9.6% | -1.7% | -18.7%
COc1ccc(OCCCSc2ncccn2)cc1
 : -20.2% | -1.1% | -18.6% | 6.7% | 0.5%[12.7 µM] | -8.6% | 14.4% | -4.2% | -4.7%
CCC(=O)Oc1ccc2c(C)c(Cl)c(=O)oc2c1
 : -17.2% | -6.2% | 9.1% | 6.2% | 1.2%[59 µM] | -23.2% | -9.9% | -1.0% | -1.4%
C=CCN1C2CCCC1CC(NC(=S)Nc1ccc(Cl)cc1)C2 (stereo unspecified)
 : -4.6% | 12.7% | -27.6% | -12.8% | . | 51.6% | -9.2% | -0.9% | 1.0%
CCOC(=O)N1CCC(NC(=O)c2ccc3c(c2)N(Cc2ccc(C)cc2)CCS3)CC1
 : -12.3% | 2.4% | -10.6% | 13.6% | -4.3%[59 µM] | -7.1% | -21.1% | -6.9% | 28.4%
CCOC(=O)CNC(=O)C1CCCN(c2ncccn2)C1 (stereo unspecified)
 : -17.2% | 4.4% | -21.4% | 9.3% | -1.2%[59 µM] | 24.5% | -19.0% | -2.6% | -9.3%[58.9 µM]

An excerpt from above in order of number of heavy atoms, low to high.
Below each compound: POLK inh | APE1 inh | POLH inh | BAZ2B inh | G9a block | POLB inh | JMJD2A Tudor inh | BLM inh | POLI inh
Cc1ccc(-c2nc(N)sc2C)cc1
 : 8.4% | 1.0% | -10.1% | ? | 50.1µM* | 2.4% | -16.0% | -2.0% | 32.9%
CCC(=O)Oc1ccc2c(C)c(Cl)c(=O)oc2c1
 : -17.2% | -6.2% | 9.1% | 6.2% | 1.2%[59 µM] | -23.2% | -9.9% | -1.0% | -1.4%
Cc1cc2cc3c(cc2nc1SCC(=O)N1CCOCC1)OCO3
 : -5.7% | 52.4%[activator] | -18.7% | -2.9% | -2.0% | -11.2% | -11.3% | -0.8% | 124.3%[activator]
COc1cc(CC(=O)NCCCc2ccccc2)cc(OC)c1OC
 : -31.0% | 18.8% | -10.4% | -3.5% | -5.9% | 12.1% | -5.3% | 1.6% | 36.3%[activator]
CCOC(CNC(=O)c1ccc(CNC(=O)c2ccc(OC)c(OC)c2)cc1)OCC
 : 2.0% | 2.2% | -18.4% | -5.2% | 28.2%[59 µM] | 11.7% | -7.4% | -2.3% | 142.1%[activator]
